Bioassay records deposited in PubChem by National Center for Advancing Translational Sciences (NCATS).
HCV inhibitor: HCV inhibition | Potency, µM (top dose mostly 41.8 µM), for inactives: at the highest dose activity change, negative = inhibition, actives largely listed as inhibitors | Huh7.5.1 HCVcc-Cre infection, luciferase reporter, 44 h | 340,000 tested, 3.4% active | AID 651820; further: potency means the concentration at half of the fitted maximal effect
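Whole-lifecycle infectious HCVcc-Cre system; cells 1,000/well, compound then virus (~0.5 moi) added 4 h after plating, 44 h culture. Luciferase read 15 sec following 15 min substrate incubation, room temp.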
Sm TGR inh: inhibitors of Schistosoma mansoni thioredoxin glutathione reductase; Q962Y6; purified TGR, DTNB reduction, TNB absorbance 405 nm; Potency, µM (doses to about 114 µM), without a hit: at the top dose activity change, negative = inhibition, hits mostly inhibitors; 360,000 tested, 3% active; further: potency means the concentration at half of the fitted maximal effect; nearly all actives have a fitted effect of over 60% in size
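Kinetic colorimetric format: TGR-catalysed, NADPH-driven DTNB reduction monitored via TNB absorbance. Enzyme dispensed at 20 nM; compound exposure 15 min at room temperature before reaction start.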
FBPA Giardia inh: Giardia lamblia aldolase inhibition; AID 2451; purified Giardia FBPA; 290,000 tested, 0.71% active; Potency, µM (highest dose often 59.6 µM), for the others: top-dose activity, negative = inhibition, hits mostly inhibitors; A8B2U2; further: potency means the concentration at half of the fitted maximal effect; nearly all actives have a fitted effect of over 55% in size
Target sequence (A8B2U2 whole entry, looked up): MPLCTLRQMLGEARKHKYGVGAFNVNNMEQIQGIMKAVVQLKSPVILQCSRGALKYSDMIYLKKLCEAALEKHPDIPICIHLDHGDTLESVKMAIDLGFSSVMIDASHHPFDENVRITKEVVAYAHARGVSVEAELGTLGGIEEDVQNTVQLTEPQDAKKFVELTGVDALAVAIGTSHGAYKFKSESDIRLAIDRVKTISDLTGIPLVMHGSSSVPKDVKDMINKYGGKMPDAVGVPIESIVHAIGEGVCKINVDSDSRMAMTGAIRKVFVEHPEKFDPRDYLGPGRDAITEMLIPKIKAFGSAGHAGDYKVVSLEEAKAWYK
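40 nM FBPA preincubated 10 min at RT with compound (up to 57.5 uM final), then substrate plus GAPDH/TPI/NAD/arsenate coupling and diaphorase/resazurin added. Fluorescence read after 20 min at RT, 525/598 nm.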
HCMV antiviral: blocks human cytomegalovirus replication | 410,000 tested, 4.5% active | AID 1259415 | activity change, negative = inhibition, % at 57.5 µM | HFF cells, HCMV-luciferase reporter, 72 h; active compounds read low; in the data active means activity change below about -60%; inconclusive means no clear call, values can overlap the other calls; inactive means above about -39%
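Compounds were evaluated in HFFs infected with an HCMV luciferase reporter virus (MOI 1 PFU/cell). Luciferase in lysates collected 72 h post infection served as the replication measure.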
AmpC inh detg: blocks E. coli AmpC beta-lactamase in detergent assay | P00811 | AmpC hydrolysis of nitrocefin, absorbance 480 nm, 0.01% Triton | Potency, µM (series often up to 114 µM), inactives show at the highest dose activity change, negative = inhibition, hits mostly inhibitors | 370,000 tested, 0.041% active;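 further: potency means the concentration at half of the fitted maximal effect; 0% = no-compound wells and -100% = no-enzyme wells; nearly all actives have a fitted effect of over 25% in size; some results filed as inactive show a strong effect at the top dose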
Target sequence (P00811 whole entry, looked up): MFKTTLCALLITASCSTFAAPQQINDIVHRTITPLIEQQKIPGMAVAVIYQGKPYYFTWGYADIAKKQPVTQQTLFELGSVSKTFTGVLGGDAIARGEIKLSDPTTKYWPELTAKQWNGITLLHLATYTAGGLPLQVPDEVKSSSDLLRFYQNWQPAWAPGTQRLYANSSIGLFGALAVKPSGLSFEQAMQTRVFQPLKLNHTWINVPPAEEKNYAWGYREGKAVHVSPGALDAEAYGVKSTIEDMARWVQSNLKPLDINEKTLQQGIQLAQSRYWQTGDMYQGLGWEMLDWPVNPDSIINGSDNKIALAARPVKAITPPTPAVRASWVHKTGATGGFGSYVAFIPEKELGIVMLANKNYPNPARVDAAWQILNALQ
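AmpC (5.3 nM in the dispensed reagent) in 20 mM phosphate pH 7.0 with 0.01% (detergent screen) or 0.0001% Triton X-100 was preincubated with compounds for 15 min at room temperature. Nitrocefin was then added from an 800 uM solution, and hydrolysis was followed at 480 nm.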
AMA1-RON2 inh: AMA1-RON2 (P. falciparum) interaction inhibition | AlphaScreen AMA1-biotinylated RON2 peptide binding | 360,000 tested, 0.2% active | Potency, µM (highest dose often 58.2 µM), for inactives: at the top dose activity change, negative = inhibition, most hits filed as inhibitors;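 further: potency means the concentration at half of the fitted maximal effect; 0% = vehicle wells and -100% = peptide control; nearly all actives have a fitted effect of over 45% in size; some results filed as inactive show a strong effect at the top dose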
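AMA1 (3D7) with his tag at 25 nM final met compounds first, then biotinylated RON2 peptide at 25 nM; detection used donor plus acceptor beads, 10 µg/mL apiece, read by AlphaScreen after 30 min at room temperature.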
The depositor's hits bear a star; ? = inconclusive; . = no result given; [ ] = another dose, or the depositor's remark. Unless noted, the call rests on the fitted dose curve; in most records, active means well fitted curve in the direction sought with a large enough effect; inconclusive means small, poorly fitted or top-dose-only effect, or another doubt; inactive means no such curve, though single readings can be large; an effect the other way counts as inactive or inconclusive. Unless noted, on the % scale 0 is the no-effect control and ±100 the full control effect.

SMILES | HCV inhibitor | Sm TGR inh | FBPA Giardia inh | HCMV antiviral | AmpC inh detg | AMA1-RON2 inh
CCN(CC)C(=O)C1CCCN(Cc2ccc(OC)c(C)c2)C1 (configuration not stated) | 12% | 10% | -24% | -12 | ? | -30%
NS(=O)(=O)c1ccc(N/C=C\C(=O)c2ccc3ccccc3c2)cc1 | 37%[activator] | -9% | 5% | -9 | ? | 12%
Cc1ccc(CNC(=O)c2cc3ccc4cccnc4c3[nH]2)cc1 | . | 7% | . | 11 | 2% | .
COC(=O)CSc1nnc(-c2ccoc2C)n1-c1ccc(OC)cc1 | 22% | ? | 12% | -32 | -12% | -12%
Brc1ccc(N=Cc2ccccn2)cc1 | 29% | 0% | -2% | 22 | ? | 16%
O=C(Cc1nc2ccccc2[nH]1)NCc1ccco1 | 4% | 0% | -4% | -36 | -14% | 25%
COc1ccc(/C=C/C(=O)OCC(=O)NCCNC(=O)COC(=O)/C=C/c2ccc(OC)cc2)cc1 | . | -26% | . | -7 | -1% | -4%
CC(=O)NC(c1ccc2ccccc2c1)c1ccc2cccnc2c1O (configuration not stated) | 2.5µM* | -3% | ? | -98* | ? | -7%
O=S(=O)(NCc1ccccc1)NCc1ccccc1F | 3% | 8% | 4% | 4 | 4% | -16%
CN(CC(=O)Nc1ccccc1)CC(=O)Nc1ccc(F)cc1 | -1% | -2% | 8% | 15 | -12% | 31%[activator]
Oc1[nH]c2ccccc2c1OCc1ccncc1 | 3% | 4% | 3% | 35 | -13% | 16%
CN(c1ccccc1)S(=O)(=O)c1ccc(C(=O)NCCc2ccccc2)cc1 | -13% | 2% | -6% | -22 | 2% | 7%
CC(=O)c1ccc(-c2cccc(-c3cc(=O)oc4ccc(C(C)(C)C)cc34)c2)cc1 | ? | . | -3% | 12 | . | -10%
COc1cc(C2NC(=O)c3c(sc4c3CCN(C)C4)N2)cc(Br)c1OC(=O)c1ccc(C)cc1 (configuration not stated) | . | -3% | . | -5 | 0% | .
Brc1ccc(N=C(c2ccccc2)c2ccncc2)cc1 | -2% | -5% | 2% | -31 | -10% | -1%
Cc1csc(-c2cnn(-c3ccccc3)c2NC(=O)c2ccc(C(F)(F)F)cc2)n1 | ? | 1% | -3% | -1 | -7% | -12%
O=S(=O)(Cc1ccccc1Cl)NCCc1ccccc1 | 2% | 6% | 0% | ? | -13% | 6%
CN1CCC(OC(=O)Cc2ccc(Cl)cc2)CC1 | -2% | 6% | -3% | -33 | 7% | -6%
COc1ccc(NC(=O)CSc2nnc(C3CC3)n2N)cc1 | 0% | 11% | 3% | 41 | 5% | -1%
O=C(O)c1csc(-c2cccc(Cl)c2)n1 | 4% | 0% | 8% | -9 | -12% | -3%

An excerpt from above, reduced to FBPA Giardia inh.
Compound,FBPA Giardia inh
Oc1[nH]c2ccccc2c1OCc1ccncc1,3%
CN(c1ccccc1)S(=O)(=O)c1ccc(C(=O)NCCc2ccccc2)cc1,-6%

Additional structures follow.
SMILES | HCV inhibitor | Sm TGR inh | FBPA Giardia inh | HCMV antiviral | AmpC inh detg | AMA1-RON2 inh
C=C1C(=O)[C@@]23[C@H](O)C[C@@H]4C(C)(C)CC[C@H](O)[C@]4(C)[C@@H]2C[C@H](O)[C@@H]1[C@H]3O | 2% | 10µM* | 0% | -76* | ? | -3%
COc1ccc(C2/C(=C(\O)c3cccc(OC)c3)C(=O)C(=O)N2c2ccccn2)cc1 (configuration not stated) | 6% | -3% | -1% | -107* | -12% | -5%
O=C(O)c1ccc2ncsc2c1 | 21% | -8% | 6% | 37 | 2% | 8%
Fc1ccc(C(CNC(=S)NC2CCCCC2)N2CCOCC2)cc1 (configuration not stated) | ? | -6% | 1% | -22 | -3% | 2%
CC(Oc1ccc(F)cc1)C(=O)Oc1ccc(N(C)S(=O)(=O)c2ccccc2)cc1 (configuration not stated) | 34%[activator] | -7% | . | -12 | -6% | -15%
CCc1cc2cccc(C)c2nc1SCC(=O)Nc1nonc1C | 2% | 0% | 0% | -7 | 3% | 10%
COc1ccc(NC2=Nc3ccccc3N[C@@]23C[C@H]2CCCC(=O)N4CC[C@@H](C3)[C@@H]24)cc1 | 16% | . | . | 18 | . | -5%
CCc1sc(Nc2cccc(Cl)c2)nc1-c1cc2cccc(OC)c2oc1=O | . | 5% | . | -23 | 10% | .
O=[N+]([O-])c1ccc(O)c(CNCc2ccccc2)c1 | 18% | . | . | 8 | . | 21%
COc1cc(C(=O)Nc2cccc(C(C)=O)c2)cc(OC)c1OC | -13% | 1% | -3% | 6 | 4% | -10%
C=CCn1c2ccccc2c(=O)c2cc(C#Cc3ccsc3)ccc21 | . | ? | -22% | . | -15% | .
CCOc1ccc(C(=O)NC(=S)Nc2cccc(S(=O)(=O)NC3=NCCC3)c2)cc1 | 14µM* | -4% | -13% | -17 | -6% | 65%[activator]
O=C(O)c1cccc(N/N=C/C2=C(Cl)c3cc(Cl)ccc3SC2)c1 | 13% | ? | 24% | 59 | 1% | 1%
CCC(CC)NC(=O)c1cc([N+](=O)[O-])ccc1N1CCOCC1 | 10% | 8% | 5% | -5 | 2% | 6%
COc1cccc(Nc2nc(C)cc(C)c2C(N)=O)c1 | 18% | -4% | -3% | -12 | -5% | -9%
O=C(COC(=O)COc1ccc(Br)cc1)NCc1ccccc1 | 24% | -3% | . | -37 | -14% | -8%
CC(C)C(=O)Nc1ccc2oc(=O)ccc2c1 | 1% | 0% | 0% | -2 | 4% | -4%
CCCCC(=O)Nc1ccc(Br)cn1 | -12% | -8% | -3% | 12 | 3% | -10%
CCc1cc(C(=O)N2CCN(c3ncccn3)CC2)sc1C | -1% | 3% | . | -31 | ? | -2%
COc1ccccc1NC(=O)c1ccccc1-c1ccccc1C(=O)O | 26% | 13% | 6% | ? | 8% | 18%

Of the compounds above, these contain bromine.
SMILES | HCV inhibitor | Sm TGR inh | FBPA Giardia inh | HCMV antiviral | AmpC inh detg | AMA1-RON2 inh
Brc1ccc(N=Cc2ccccn2)cc1 | 29% | 0% | -2% | 22 | ? | 16%
COc1cc(C2NC(=O)c3c(sc4c3CCN(C)C4)N2)cc(Br)c1OC(=O)c1ccc(C)cc1 (configuration not stated) | . | -3% | . | -5 | 0% | .
Brc1ccc(N=C(c2ccccc2)c2ccncc2)cc1 | -2% | -5% | 2% | -31 | -10% | -1%
O=C(COC(=O)COc1ccc(Br)cc1)NCc1ccccc1 | 24% | -3% | . | -37 | -14% | -8%
CCCCC(=O)Nc1ccc(Br)cn1 | -12% | -8% | -3% | 12 | 3% | -10%
